Screens: PubChem BioAssay, National Center for Advancing Translational Sciences (NCATS)
12-LOX inh: blocks human arachidonate 12S-lipoxygenase; P18054; purified 12hLO, xylenol orange hydroperoxide absorbance; Potency, µM (top dose mostly 108 µM), inactives show top-dose activity change, negative = inhibition, usual class: inhibitors; 580,000 tested, 1.1% active; AID 1671190; active means well fitted inhibition curve with a large enough effect; inconclusive means small, poorly fitted or top-dose-only effect, or another doubt; inactive means no such curve, though single readings can be large or run the other way; further: potency means the concentration at half of the fitted maximal effect
Target sequence (P18054 whole entry, looked up): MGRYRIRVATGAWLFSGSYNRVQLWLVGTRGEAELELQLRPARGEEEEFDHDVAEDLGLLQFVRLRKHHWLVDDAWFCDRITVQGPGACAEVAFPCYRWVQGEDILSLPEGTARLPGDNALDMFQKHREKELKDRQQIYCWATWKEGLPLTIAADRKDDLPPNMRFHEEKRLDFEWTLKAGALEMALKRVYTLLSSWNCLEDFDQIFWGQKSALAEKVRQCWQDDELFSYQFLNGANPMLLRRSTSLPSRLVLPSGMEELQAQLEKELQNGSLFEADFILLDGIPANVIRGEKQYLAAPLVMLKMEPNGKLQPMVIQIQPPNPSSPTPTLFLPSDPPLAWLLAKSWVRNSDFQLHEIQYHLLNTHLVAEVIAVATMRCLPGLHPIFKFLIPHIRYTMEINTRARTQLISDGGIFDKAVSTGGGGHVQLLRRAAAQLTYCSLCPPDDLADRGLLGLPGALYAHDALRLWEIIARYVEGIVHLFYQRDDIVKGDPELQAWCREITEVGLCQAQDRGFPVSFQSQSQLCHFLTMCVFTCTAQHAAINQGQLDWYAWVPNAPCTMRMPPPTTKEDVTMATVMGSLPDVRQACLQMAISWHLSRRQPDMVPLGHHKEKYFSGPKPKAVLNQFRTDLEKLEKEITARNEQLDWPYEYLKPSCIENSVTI
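Purified human 12hLO at 150 nM in 25 mM Hepes, 0.01% Triton X-100, pH 7.0, preincubated 15 min at room temperature with compound. Reaction started with 40 uM arachidonic acid, 30 min at room temperature. Hydroperoxide measured by Fe-xylenol orange, 573/405 nm absorbance ratio.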
LDHA block: inhibitors of human lactate dehydrogenase A. purified LDHA, NADH/diaphorase-resazurin fluorescence; hits give low values. activity change, % (values are at about 110 or 230 µM). 480,000 tested, 0.15% active; in the data active means activity change below about -30%; inconclusive means mostly about -25% to -30%;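 further: plate controls were DMSO wells for no effect and wells without enzyme for full effect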
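Resorufin fluorescence (ex540/em590), read at 0 and 20 min after diaphorase/resazurin addition, reports the NADH left after a 5 min room-temperature reaction of 2 nM human LDH5 with 0.06 mM NADH and 0.2 mM pyruvate.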
* = called active by the depositor; ? = inconclusive; & = joins results of further samples; [ ] = dose if it differs, or a comment. Unless noted, on the % scale 0 is the no-effect control and ±100 the full control effect. Not all compounds are listed; count on the stated rates, not on these rows.

The line under a structure holds: LDHA block	12-LOX inh
N#Cc1nc(C2CC2)oc1N1CCN(Cc2cccc(F)c2)CC1
    -12	-16%
Cc1nc(-c2cccs2)c(CCC(=O)N2CCN(c3ccccc3F)CC2)s1
    -1	?
O=CNNC(=S)Nc1cc(Cl)cc(Cl)c1
    -3	12%
CC1(C)CC2CC(C)(CN2C(=O)CSc2ncc(C(F)(F)F)cc2Cl)C1 (stereo unspecified)
    8	28%
CC(OC(=O)c1ccc(CCNS(C)(=O)=O)cc1)C(=O)N1CCCC1 (stereo unspecified)
    6	-1%
CSC(SC)=C1C(=O)OC(C)(C)OC1=O
    1	?
O=C(NCc1ccccc1)c1ccccc1NC(=O)C1CCC1
    -5	5%
Cc1ccc(OCCn2c(CNC(=O)c3ccco3)nc3ccccc32)cc1
    -2	-6%
COc1ccc(C(C(=O)NC(C)(C)C)n2c(=O)c(-c3ccccc3)nc3ccccc32)cc1 (stereo unspecified)
    -1	-5%
COc1ccc(C(=O)c2c(N)c(C(=O)Nc3ccccc3OC)c3ccccn23)cc1
    3	-24%
O=S1CCN(c2nc(C3CC3)nc3sc4c(c23)CCCC4)CC1
    6	12%
Cc1cnc(NC(=O)c2csc(NC(C)C)n2)s1
    19	4%
CC1(C(=O)Nc2cccc(C#N)c2)CCN1C(=O)c1ccccc1CCc1ccccc1 (stereo unspecified)
    2	-4%
Cc1ccc(C(=O)NCCCNC(=O)c2cc3ccccc3[nH]2)cc1
    3	?
COc1ccc(C(C)=O)cc1COC(=O)/C=C/c1cc(Br)ccc1F
    3	8%
O=C(/C=C/c1cccc(Br)c1)c1ccc2ccccc2c1
    2	?
Cc1ccc(S(=O)(=O)N2CCN(C(=O)C(CC(C)C)NC(N)=O)CC2)cc1 (stereo unspecified)
    8	-17%
CCCCC(=O)N(C)c1c(C)nc2ccc(C(=O)Nc3cccc(NS(C)(=O)=O)c3)cn12
    1	-3%
CCN(CC)S(=O)(=O)c1cccc(NC(=O)COc2ncnc3sc(C)c(C)c23)c1
    5	-48%
CCOC(=O)C1=C(C)OC(n2cccc2)=C(C#N)C1c1ccc(OC)cc1 (stereo unspecified)
    5	8%
CCc1c(CSC(=N)N)csc1C
    9	?
Cc1cc(Br)ccc1NC(=O)CNC(=O)c1cc2ccccc2oc1=O
    0	?
COc1ccc(Nc2nc(-c3ccc4c(c3)CCC(=O)N4)cs2)cc1
    3	?
CC(C)(C)Sc1ccc(Cl)nn1
    6	7%
Oc1ccc(Oc2ccc3nnc(-c4ccccc4Cl)n3n2)cc1
    23	?
Cc1nc2ccc(C(=O)NC(C3CC3)C3CC3)cc2nc1C
    -1	7%
O=C(Nc1cccc(-c2nnnn2C2CC2)c1)C1CCCC1
    1	?
Cc1ccc(-c2noc(COC(=O)Cc3n[nH]c(=O)c4ccccc34)n2)cc1F
    -9	30%
Cc1oc(-c2ccccc2)nc1CSc1nc2ccncc2[nH]1
    -4	20%
Cc1ccc(CNC(=O)CSc2nnc3ccc(-c4ccc5c(c4)OCO5)nn23)cc1
    3	?
Cc1ccc(-c2nc3ccc(Cl)cn3c2Cc2cccc(Cl)c2)cc1
    -6	?
O=C(Nc1ccc2c(c1)OCCO2)C(c1cc2ccccc2o1)N1CCC(Cc2ccccc2)CC1 (stereo unspecified)
    -8	15%
CCOC(=O)CCc1c(C)c2ccc(OCC(=O)C(C)(C)C)c(C)c2oc1=O
    -8	0%
CCCc1nc2c(C)cc(Br)cn2c1Cc1ccccc1C(F)(F)F
    3	?
Cc1ccc(CNC(=O)CCNS(=O)(=O)c2c(C)[nH]c(C)c2C(=O)N2CCCC2)cc1
    -4	16%
CCOC(=O)C1=C[C@@H](C(C)(C)C)N(S(=O)(=O)c2ccc(C)cc2)[C@H]1c1ccccc1Cl
    -9	9%
O=C(NC(Cc1ccccc1)C(=O)N1CCN(c2ncccn2)CC1)c1ccccc1 (stereo unspecified)
    -1	23%
COc1ccc(C(=O)Nc2cccc(/C=C(/C#N)C(=O)NC3CC3)c2)cc1
    9	?
COP(=O)(OC)c1nc(-c2cccs2)oc1NCc1ccccc1Cl
    0	11%
Cc1cccc(C(C)C)c1NC(=O)C1CCN(c2nc3ccccc3o2)CC1
    1	-35%
COc1ccc(NC(=O)c2nn(C)c(=O)c3ccccc23)cc1OC
    -3	5%
COC(=O)c1ccc(C(=O)N2CCN(C(c3ccc(F)cc3)c3ccc(F)cc3)CC2)s1
    -1	?
Cc1ccc(C(=O)c2ccccc2)c(C)c1
    5	8%
CS(=O)(=O)NCCc1ccc(C(=O)COc2ccc(Br)cc2Cl)s1
    -13	-19%
Cc1ccccc1-n1cnnc1SCC(=O)NC(C)c1cccc2ccccc12 (stereo unspecified)
    4	9%
COc1ccc(Cc2nnc3n2N(C(C)=O)C(c2ccc(C)cc2)=C(C(C)=O)S3)cc1
    12	8%
Cc1ccccc1Oc1ccc(S(=O)(=O)N2CCCC2)cn1
    3	-20%
CCCNC(=O)C1(C)CCN(C(=O)c2ccccc2F)C1 (stereo unspecified)
    -12	27%
O=C(Cn1cnc(S(=O)(=O)N2CCc3ccccc32)c1)NC1CCCCCC1
    -15	0%
CC(C)CCNC(=O)CSc1nnc(NC2CCCCC2)s1
    -10	34%
CC1CCC(NC(=O)C(=O)Nc2cccc(Cl)c2Cl)CC1 (stereo unspecified)
    -10	-5%
O=C(NCc1ccccc1Cl)c1csc(COCCO)n1
    -3	5%
CCCN1C=NS(=O)(=O)c2cc(C(=O)NC(C)CC)ccc21 (stereo unspecified)
    -4	-9%
COc1ccc(C2=NN(C(C)=O)C(c3ccc4nccnc4c3)C2)cc1OC (stereo unspecified)
    1	-26%
O=C(Nc1ccc(Oc2ccccc2)cc1)c1csc(COCCO)n1
    2	5%
Clc1ccc(-c2csc(-c3cccnc3)n2)cc1
    11	?
O=C(CCc1cccnc1)NCc1ccc(C(F)(F)F)cc1
    6	-29%
O=C(O)C(c1c[nH]c2cc(CO)ccc12)N1CCN(CCOc2ccc(Cl)cc2)CC1 (stereo unspecified)
    -5	?
CCc1ccc(C=C2SC(=S)N(CCCC(=O)Nc3ccc(C(=O)O)cc3)C2=O)cc1
    -1	?
COc1ccc(N2CCCS2(=O)=O)cc1NS(=O)(=O)c1ccc(F)c(C)c1
    4	4%

Compound profiles, from the list above. Screens in order: LDHA block, 12-LOX inh
O=C(Nc1ccc(Oc2ccccc2)cc1)c1csc(COCCO)n1 is listed as 2, 5%
COC(=O)c1ccc(C(=O)N2CCN(C(c3ccc(F)cc3)c3ccc(F)cc3)CC2)s1 is listed as -1, ?
CC1CCC(NC(=O)C(=O)Nc2cccc(Cl)c2Cl)CC1 (stereo unspecified) is listed as -10, -5%
O=C(CCc1cccnc1)NCc1ccc(C(F)(F)F)cc1 is listed as 6, -29%
O=C(NCc1ccccc1Cl)c1csc(COCCO)n1 is listed as -3, 5%

Going on with the list.
The line under a structure holds: LDHA block	12-LOX inh
CC(=O)N/N=C/c1cc(Cl)ccc1OCCCOc1cc(C)ccc1C(C)C
    7	3%
CCCC(=O)NNC(=S)NC(C)c1ccccc1 (stereo unspecified)
    -2	10%
CCCOc1ccc(/C=C(/C#N)c2nc3ccccc3[nH]2)cc1OC
    6&-2	?
Cc1ccc(-n2c3c(c(=O)[nH]c2=O)CN(Cc2ccccn2)CN3)cc1C
    -7	8%
Cc1cc(NC(=O)CSc2ncnc3ccccc23)ccc1Br
    -3	?
CCCOc1ccc(OCCn2cnc3c2c(=O)n(C)c(=O)n3C)cc1
    0	-29%
CC(C)NC(=O)C1(C)CCN1C(=O)c1c(F)cccc1F (stereo unspecified)
    -6	-5%
C/C(=N/OC(=O)c1ccc(-c2ccccc2)cc1)c1cccs1
    10	?
N#Cc1c(N)[nH]c(C(=O)c2ccccc2)c1-c1ccccc1Br
    5	?
O=C(CSc1ncnc2nc[nH]c12)NCCc1ccc(Cl)cc1Cl
    -9	1%
Cc1n[nH]c(=O)c2c(NC(=O)CSc3nnc(C)n3Cc3ccccc3)oc(C)c12
    18	?
Cc1cccc(/C=N/NC(=O)C2CC2)c1
    -1	15%
COc1cc2oc(=O)c(CC(=O)NCc3ccc(F)cc3)c(C)c2cc1OC
    -4	-5%
CCC(C)NC(=O)CSc1ncc(-c2cccc(Br)c2)o1 (stereo unspecified)
    3	-7%
COc1ccc2c(c1)cc(C(=O)Nc1cccc(C)c1)n2C
    12	-3%
CCC(C)Oc1ccc(C2CC(=O)NC3=C2C(=O)CCC3)cc1 (stereo unspecified)
    4	-8%
CC(OC(=O)c1ccc(OCC(N)=O)cc1)C(=O)c1ccc(Cl)cc1 (stereo unspecified)
    7	-4%
Cc1[nH]nc(-c2ccc(S(=O)(=O)N3CCN(c4ccccc4)CC3)s2)c1C
    -1	?
Cc1nc(-c2cccc(F)c2)sc1CCNC(=O)C1CC1
    3	10%
O=C(Nc1cccnc1)C1(c2cccc(F)c2)CCC1
    -9	-6%
Cc1cccc(C)c1NC(=O)/C(C#N)=C\c1ccc(OC(F)F)cc1
    15	-44%
C=CCNc1nc(-c2ccc(S(=O)(=O)N3CCOCC3)cc2)cs1
    8	?
Cc1nc(-n2nc(C)c(Cl)c2C)sc1C(=O)N1CCC(C)CC1
    -2	36%
O=C(CCc1ncc(-c2ccccc2)o1)Nc1ccc(N2CCOCC2)cc1N1CCOCC1
    -2	-42%
Cc1nc(-c2ccccn2)sc1C(=O)Nc1ccc2c(c1)OCCCO2
    1	13%
COc1ccccc1-n1c(=O)c2c(n3cnnc13)-c1ccccc1CC21CCCCC1
    2	12%
CC(C)c1ccc(NC(=O)Nc2nc(C(N)c3ccccc3Cl)cs2)cc1 (stereo unspecified)
    -10	-12%
Cc1ccc(NC(=O)CSCc2cc(=O)n3oc(C)cc3n2)c(C)c1
    -2	?
NC(c1csc(Nc2nncc3ccccc23)n1)c1ccccc1Cl (stereo unspecified)
    -13	?
Cc1cc(NC2CCCCC2)n2nc(C)c(-c3ccccc3)c2n1
    8	-28%
CCOc1ccccc1Oc1c(C)oc2cc(OC(=O)C(C)(C)C)ccc2c1=O
    4	34%
COc1ccc(NC(=O)NCc2c(C)nn(C)c2C)c(OC)c1
    10	-12%
O=C(Nc1ccc2oc(C3CC3)nc2c1)c1ccc(=O)[nH]n1
    7	-7%
O=c1[nH]c(=O)n(CC2CCCO2)c2nccc(-c3ccccc3)c12 (stereo unspecified)
    -4	?
CCCNC(=O)C1(C)CCN(C(=O)c2oc3ccccc3c2C)C1 (stereo unspecified)
    0	2%
Cn1c(=O)c2c(nc(SCC(=O)NC(C)(C)C)n2Cc2ccccc2F)n(C)c1=O
    7	-2%
O=C(Nc1ccccc1)C1Cc2c(-c3ccc(Cl)cc3)ccnc2O1 (stereo unspecified)
    1	?
COc1ccc(OC)c(NC(=O)Nc2nnc([C@@H]3O[C@H](CO)[C@@H](O)[C@H]3O)s2)c1
    10	-7%
Cc1ccc(OCCC(=O)N2CCN(S(=O)(=O)c3cccs3)CC2)cc1
    4	?
O=C(CSc1nnc(-c2ccc(Cl)cc2)n1Cc1ccco1)N1CCCC1
    -9	?
Cc1cccc(C)c1NC(=O)C(c1ccncc1)n1c(=O)c(-c2ccco2)nc2ccccc21 (stereo unspecified)
    9	-22%
COC(=O)c1ccc(COC(=O)/C=C/c2ccc3c(c2)OCO3)o1
    8	?
Cc1ccc(-c2nc3c(Cl)cc(C(F)(F)F)cn3c2Cc2ccccc2C(F)(F)F)cc1
    -1	?
CCC(=O)Oc1ccc2c(=O)c(Oc3cc(C)cc(C)c3)coc2c1
    -2	-15%
CCC(C)c1ccc(NC(=O)Cn2nc(C(N)=O)c3ccccc3c2=O)cc1 (stereo unspecified)
    0	-26%
Cc1cc2oc(=O)cc(CSc3nnc4ccccn34)c2cc1C(C)C
    12	-7%
O/N=C(/Cc1ccccc1)c1ccc(O)cc1O
    1	-47%
CC1(c2ccc3c(c2)OCCO3)NC(=O)N(CC(=O)c2cn(CCC#N)c3ccccc23)C1=O (stereo unspecified)
    2	?
CC(C)(C)C1CCSC2=NCCC[C@]2(c2ccccc2)C1 (stereo partly specified)
    2	0%
Cc1cccc(CN2CC=C(C(=O)O)CC2)c1
    0	?
Cc1ccccc1C(=O)Nc1c(C(=O)N2CCN(Cc3ccccc3)CC2)oc2ccccc12
    6	-9%
CN(C)CCN(C)c1cc2c(c3c1ccn3C)C1CCC2O1 (stereo unspecified)
    4	?
COc1ccc(CCN2C(=O)c3ccccc3C2c2nnnn2-c2ccc3c(c2)OCCO3)cc1OC (stereo unspecified)
    9	-15%
CCN1C(=O)c2ccccc2S(=O)c2ccc(C(=O)NC3CCCc4ccccc43)cc21 (stereo unspecified)
    13	-20%
COc1cc(SC)ccc1C(=O)O
    3	53%[activator]
O=Cc1ccc(Sc2ccc(Cl)cc2)cc1
    5	17%
O=C(CSc1nnc(Cc2cccs2)n1C1CC1)N1CCN(c2ccccc2)CC1
    2	-3%
